Bioassay records (PubChem BioAssay)
MC4R barr agon – MC4R agonists recruiting beta-arrestin, primary screen, cell-based, luminescence, agonist arm of biased-ligand search; Melanocortin receptor 4 (Homo sapiens), P32245; U2OS MC4R beta-arrestin complementation; percent of melanotan II response, DMSO zero; activation, % at 8.9 µM; actives 0.98% (n = 360,000); AID 540308, 2011;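 active = activation above a per-plate cutoff, the mean activation of sample wells on that plate plus 3 SD, cut at about 8% in these data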
Exocytosis inh – LAMP-1 surface exposure blockers, TALL-104 cells – cell-based, flow cytometry, MLPCN library, primary screen; TALL-104 LAMP-1 surface exposure; cells stimulated with thapsigargin and PMA; inhibition, % at 10 µM; actives 0.66% (n = 360,000);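 active = inhibition above about 55%, limit read from the data; inconclusive = no clear call, values can overlap the other calls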
Cardio protect – cardioprotection against H2O2-induced cell death, primary screen, uHTS, H9c2 cells, ATPLite luminescence. H9c2 cardiomyocytes, H2O2 injury protection, 2 h. protection from H2O2 cell death, % at 20 µM. actives 0.63% (n = 360,000). AID 588492, 2011;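 active = compounds giving at least 50% protection of heart cells from peroxide-induced death in the single-dose screen, raw or plate-pattern-corrected value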;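 also: 0% = DMSO wells with peroxide and 100% = DMSO wells without peroxide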
CaV13 ICDI inh – Disruptors of the CACNA1D IQ motif to Ca2+-dependent inactivation inhibitor domain association, primary screening, Förster resonance energy transfer in intact living … | HEK cells, CFP/YFP FRET ICDI-IQ, plate reader, 10 min; percent FRET-ratio fall versus neutral wells | actives 0.098% (n = 340,000) | inhibition, % at 12.3 µM;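 active = mean replicate inhibition of at least 30% and at least 1% of replicates passing that level; inconclusive = only one of the two criteria is met; inactive = neither criterion is met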;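 also: 0% = median of the neutral control wells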
MC4R antagonist – MC4R antagonists of cAMP signaling, primary screen, cell-based, TR-FRET, antagonist arm of biased-ligand search; Melanocortin receptor 4 (Homo sapiens), P32245; MC4R-expressing cells, MTII-stimulated cAMP, LANCE TR-FRET; inhibition, % at 6.5 µM; actives 0.48% (n = 360,000); AID 540295, 2011;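 active = inhibition above its plate's cutoff, the mean of tested wells on that plate plus 3 SD, cut at about 29% in these data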;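 also: 0% = Melanotan II alone and 100% = Melanotan II plus saturating MCL0020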
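Assay system: U2OS cells stably expressing human melanocortin 4 receptor (MC4R) / Dosing: 6.5 µM / Timing: compound 30 min, challenge 1 h, detection 1 h / Measured by: Eu-cAMP/anti-cAMP TR-FRET, emission 671 nm / Replicates: singlicate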
ABCB6 inh MLPCN – ABCB6 transporter inhibitors, primary screen, K562-ABCB6 cells, flow cytometry, MLPCN library. ATP-binding cassette sub-family B member 6 (Homo sapiens), Q9NP58. K562-ABCB6 porphyrin accumulation, 1 h; stronger effect = lower value. fluorescence ratio to DMSO, % at 10 µM. actives 0.19% (n = 360,000). AID 602162, 2011;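 active = fluorescence ratio to DMSO below 75%, the collection mean minus 3 SD; inconclusive = too few cells collected in the well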;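 also: signal is porphyrin accumulated inside mitochondria; 100% equals median channel fluorescence of DMSO control wells; lower ratio means ABCB6 inhibition with less porphyrin fluorescence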
ABHD5 PLIN5 PPI – ABHD5-PLIN5 interaction inhibitors, primary screen, cell lysate, split luciferase complementation, luminescence; Perilipin-5 (Homo sapiens) + 1-acylglycerol-3-phosphate O-acyltransferase ABHD5 (Homo …; Split G. princeps luciferase complementation, 4 h; inhibition, % at 4 µM; actives 0.78% (n = 360,000); AID 602281, 2012;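 active = inhibition above the mean inhibition across every tested compound plus 3 SD, cut at about 22% in these data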;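 also: 0% = DMSO only wells and the 100% control is not disclosed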
Glyco luc inh – increase of ERlucT glycosylation luciferase signal, primary screen, N-linked glycosylation inhibitor project, D54 ERlucT cells, luminescence, set 2 | actives 0.23% (n = 360,000) | D54 ERlucT glycosylation luciferase reporter, 24 h; percent of 100 nM tunicamycin response | reporter increase, % at 12.5 µM | AID 588692, 2011;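 active = mean luciferase reporter signal, scaled so untreated is 0 and the glycosylation-blocking control 100, at or above a set limit in every replicate; inconclusive = mean reaches the limit but not every replicate does; inactive = mean below the limit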;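 also: luciferase carries N-glycosylation sites so blocking glycosylation raises the light; 0% = median of neutral control wells and 100% = median of 100 nM tunicamycin wells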
HTR2A ag – mouse Htr2a agonists via beta-arrestin recruitment, primary screen, cell-based, luminescence; actives 0.66% (n = 360,000); activation, % at 7.6 µM; CHO-K1 mHTR2A beta-arrestin complementation; percent of 30 µM serotonin response;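 active = activation above a run cutoff, the mean activation of all tested compounds plus 3 SD, cut at about 14% in these data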;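 also: 0% = plate median of compound wells and 100% = 30 µM serotonin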
Target sequence (P35363 whole entry, looked up): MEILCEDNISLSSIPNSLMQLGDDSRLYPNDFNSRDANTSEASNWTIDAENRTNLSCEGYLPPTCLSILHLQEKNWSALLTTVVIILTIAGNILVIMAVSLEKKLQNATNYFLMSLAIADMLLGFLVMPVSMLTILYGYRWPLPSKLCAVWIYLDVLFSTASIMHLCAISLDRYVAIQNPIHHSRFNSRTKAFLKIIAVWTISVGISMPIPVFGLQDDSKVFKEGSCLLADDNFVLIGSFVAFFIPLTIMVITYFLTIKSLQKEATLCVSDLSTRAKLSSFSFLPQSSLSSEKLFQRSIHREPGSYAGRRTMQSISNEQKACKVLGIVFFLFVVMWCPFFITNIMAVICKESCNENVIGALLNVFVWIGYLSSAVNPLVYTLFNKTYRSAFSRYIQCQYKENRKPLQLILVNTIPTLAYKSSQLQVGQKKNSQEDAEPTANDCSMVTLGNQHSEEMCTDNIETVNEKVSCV
PDI turbidity – inhibitors of human PDI, primary screen, biochemical, turbidity, single point, plate reader. Protein disulfide-isomerase (Homo sapiens), P07237. actives 0.052% (n = 350,000). inhibition, % at 10 µM. PDI insulin aggregation turbidity, A650, 90 min;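 active = mean inhibition across replicates of 30% or more, whatever share of single replicates reach that level; inconclusive = mean inhibition below 30% while every single replicate reaches 30%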;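 also: absorbance from insulin aggregation driven by PDI reduction with DTT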
Target sequence (P07237 whole entry, looked up): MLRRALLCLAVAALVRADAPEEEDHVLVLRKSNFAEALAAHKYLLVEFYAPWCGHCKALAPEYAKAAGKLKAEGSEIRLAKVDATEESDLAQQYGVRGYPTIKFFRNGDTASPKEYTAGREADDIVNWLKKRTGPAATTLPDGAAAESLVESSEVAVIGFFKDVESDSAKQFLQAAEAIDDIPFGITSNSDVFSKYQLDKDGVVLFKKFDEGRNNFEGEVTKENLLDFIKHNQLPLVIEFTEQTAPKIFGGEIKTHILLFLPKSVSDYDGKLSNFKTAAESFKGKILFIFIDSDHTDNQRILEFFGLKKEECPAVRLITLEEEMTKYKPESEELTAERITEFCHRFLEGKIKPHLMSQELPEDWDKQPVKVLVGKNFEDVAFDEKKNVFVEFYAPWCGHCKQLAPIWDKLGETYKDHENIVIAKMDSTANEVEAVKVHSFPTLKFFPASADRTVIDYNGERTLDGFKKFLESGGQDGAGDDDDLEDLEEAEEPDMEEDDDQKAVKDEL
The depositor's hits bear a star; i = inactive; u = inconclusive; x = not tested or not shown.

SMILES	MC4R barr agon	Exocytosis inh	Cardio protect	CaV13 ICDI inh	MC4R antagonist	ABCB6 inh MLPCN	ABHD5 PLIN5 PPI	Glyco luc inh	HTR2A ag	PDI turbidity
COC(=O)c1cc(NC(=O)c2ccc(OC)cc2)c(=O)oc1C	-0.1	-3	9	-5	8	101	-2	0	0	-6
CN(Cc1ccccc1)C(=O)C1CCN(Cc2ccc(F)cc2)CC1	-0.7	0	3	-4	1	86	1	-1	2	5
COc1cccc(C(=O)Nc2ccc3c(c2)OCO3)c1OC	-0.7	-12	-6	-3	11	102	11	-3	5	1
Cc1cccc(N(CC(=O)NCc2ccc(F)cc2)C(=O)c2ccco2)c1	-0.6	5	-2	-4	12	96	-8	-1	2	6
Cc1ccn(S(=O)(=O)c2ccc(C(C)(C)C)cc2)n1	-1.0	1	-9	x	1	99	-3	1	-1	-14
Cc1ccc(S(=O)(=O)NCCC(=O)NCc2ccco2)cc1	-0.6	3	2	-3	21	106	2	5	0	0
OC(c1ccc(F)c(F)c1)c1nc(-c2cc(F)cc(F)c2)cs1 (configuration not stated)	5.5	-1	-4	-5	-3	106	-14	-4	3	6
Fc1ccc(-c2ccc(CNCc3ccccn3)o2)cc1Cl	0.1	15	-6	-18	-2	98	-1	2	-4	1
COc1ccc(N/N=C(\C#N)C(=O)NCCc2ccc(OC)c(OC)c2)cc1	-2.1	-7	0	-6	-1	97	6	1	-4	-7
Cn1cnnc1SCC(=O)Nc1ccc2nc(SCc3ccccc3F)sc2c1	0.0	0	-4	-7	-3	93	11	-4	-4	0
Cc1ccc(NC(=S)NCc2ccccn2)cc1	-1.4	-2	-8	x	6	105	-4	3	4	10
O=C(CN1CCOCC1)Nc1nc2ccc(Br)cc2s1	-2.3	23	1	-4	-1	99	-7	-1	0	5
O=C(CCC1CCN(Cc2ccc(C#CCCO)cc2)CC1)NC1CC1	-1.1	-13	3	-20	-1	100	5	1	3	11
O=C(O)CSc1ccc(NC(=O)Nc2ccccc2F)cc1	-2.5	30	1	-4	7	96	2	-2	-4	-9
COc1ccccc1NC(=O)CNC(=O)c1ccc(F)cc1	-1.5	2	10	-2	1	98	-1	0	-1	0
Cc1nc(SCC(=O)NCC2CCCO2)c2oc3ccccc3c2n1 (configuration not stated)	-1.2	-1	3	-9	-5	88	-12	-2	3	-2
COc1ccc(-n2cc(-c3ccccc3)[n+]3c2CCCCC3)cc1	-1.8	0	-17	-4	0	95	5	1	7	4
COc1ccc(C(=O)NC(=S)Nc2cccc3ncccc23)cc1[N+](=O)[O-]	-2.1	4	16	-4	8	94	-11	2	1	9
O=C(COc1ccc2ccccc2c1)NNC(=O)c1cnccn1	-0.4	10	40	-3	1	91	-8	4	2	-2
O=C(COc1ccccc1Cl)Nc1ccc(NC(=O)c2ccco2)cc1	0.2	-11	3	-3	-2	97	2	2	8	12
CC(C)CC1=C/C(=C/c2ccc(-c3ccccc3)o2)C(=O)O1	-1.7	-1	6	-2	3	103	10	-1	-2	4
O=C(CN1C(=O)NC(Cc2c[nH]c3ccccc23)C1=O)Nc1ccc(F)cc1F (configuration not stated)	-1.0	0	3	-6	0	96	9	0	6	-6
CN1CCc2c(sc(N)c2C(=O)c2ccc(Cl)cc2)C1	-2.1	-3	-5	-5	0	104	-5	-1	0	0
CN(C(=O)COC(=O)C1COc2ccccc2O1)C1(C#N)CCCCC1 (configuration not stated)	-1.1	-3	2	-5	7	102	5	2	7	16
CC(=O)Oc1ccc(/C=N/NS(=O)(=O)c2ccccc2)cc1	-0.6	3	8	-1	-4	103	1	0	-2	12
COc1ccc(CN(CC(=O)NCc2ccccc2)C(=O)CCC(=O)Nc2nccs2)cc1	1.1	-1	9	-3	-1	99	0	3	-7	-6
COC(=O)c1ccc(NC(=S)NCCc2cccc(C)c2)cc1	1.9	-4	-11	-4	8	96	-4	-1	-6	u
S=C(NNc1ccnc2cc(Cl)ccc12)Nc1ccc(Cl)cc1Cl	-2.5	12	-21	-2	-1	105	-17	-4	-10	10
Cc1ccc(NC(=O)C2(C)CCN2CCc2ccccc2)cc1 (configuration not stated)	4.6	-7	-5	-11	12	103	-6	0	-6	3
C=CCNc1cnn(CC(C)=O)c(=O)c1Br	-2.8	-1	8	x	8	105	-3	2	-1	-2
O=C(CSc1nnc(-c2cccs2)o1)N1CCOCC1	18*	0	4	-8	3	96	3	-1	0	4
CCOc1cc(N2CCOCC2)c(OCC)cc1NC(=O)c1c(-c2ccccc2)noc1C	-1.6	-1	5	-6	5	105	1	0	-2	3
O=C(Nc1ccccc1F)c1ccc(S(=O)(=O)NCC2CCCO2)cc1 (configuration not stated)	0.9	1	-1	x	7	101	-3	1	-3	6
COc1ccc(NC(=O)Nc2ccc(F)cc2F)cc1	-2.7	-2	-5	-6	3	98	5	1	1	-2
COc1cc(N(C)C)ccc1C=c1c2ccccc2n2c1cc(-c1ccccc1)[n+]2C	-4.8	100*	-20	-9	-23	i	24*	9	-2	u
Cc1ccc(S(=O)(=O)NC2=NCN(C(C)C)CN2)cc1	-0.9	-8	-2	-3	4	90	8	4	-1	1
COc1ccc(C(O)c2nc(-c3cc(F)cc(Cl)c3)cs2)cc1 (configuration not stated)	0.7	22	-6	-5	-1	97	-5	-1	-9	-7
Cc1ccc2oc(NC(=O)N3CCOCC3)cc(=O)c2c1	2.0	0	3	-4	-1	92	-1	1	6	-1
COc1ccc(CNC(=O)CCCn2nc([N+](=O)[O-])cc2C)cc1	0.6	1	-3	-7	13	95	-2	2	0	9
CCCOCc1ccc(O)c2ncccc12	-2.0	12	39	-5	10	98	0	0	-4	-6
COc1ccc(CNS(=O)(=O)c2c(C(=O)N3CCCCCC3)c(C)n(C)c2C)cc1	-0.8	-3	-1	-3	-4	97	0	0	-4	4
CCC(C)(C)n1nnnc1C(c1ccccn1)N1CCCCC1 (configuration not stated)	-1.3	0	5	x	4	95	3	1	-4	-7
COc1ccc(NC(=O)COC(=O)CNS(=O)(=O)/C=C/c2ccccc2)cc1OC	-0.1	-6	2	-6	8	99	0	-1	6	11
CC(CC(=O)O)CC1=NS(=O)(=O)c2ccccc2N1 (configuration not stated)	-0.4	-3	-1	-5	9	95	2	0	-5	4
COc1ccc2c(C)c(CC(=O)N3CCN(C(=O)C4COc5ccccc5O4)CC3)c(=O)oc2c1C (configuration not stated)	-1.3	6	12	-16	19	104	1	-1	5	-5
Cc1ccc(S(=O)(=O)N2CCN(C(=O)CCOc3ccccc3C)CC2)cc1C	-2.3	2	-1	-6	2	104	-16	-8	-8	4
Cc1ccc(S(=O)(=O)/N=C(\Nc2cc(C)on2)c2ccc(Cl)cc2)cc1	-0.9	2	-2	-4	2	99	-1	-1	-3	3
CCn1cc(S(=O)(=O)c2ccc(OC)cc2)c(=O)c2cc(OC)ccc21	-2.3	0	8	-15	7	98	-8	-2	-4	0
NC(=O)c1c(NC(=O)CN2CCCC2)sc2c1CCCC2	-0.9	-1	-3	-3	20	101	3	-3	4	9
O=C(NCc1ccc2c(c1)OCO2)c1cc2ccccc2o1	-0.3	0	3	x	3	98	9	1	3	-3
CCCCc1nc(NCCO)c(C#N)c2c1CCCC2	-0.1	5	-14	-6	1	99	-3	-2	-6	6
CCOC(=O)c1c(C)oc2c1cc(O)c1ccccc12	6.4	45	-2	x	-7	112	10	0	1	-1
Cc1cc(S(=O)(=O)Nc2cccc(Cl)c2)c(C)s1	-0.1	1	-9	-5	6	102	-3	-2	-6	7
COc1ccccc1NC(=O)COc1ccccc1	-2.0	0	-7	-7	5	103	5	-1	-2	-6
CCN(CC)S(=O)(=O)c1ccc(N2CCOCC2)c(NC(=O)COc2ccc(Cl)cc2)c1	-1.5	-1	-8	-7	5	105	2	-2	2	-1
Cc1nc2nc(C)c(CCC(=O)NCCC3=CCCCC3)c(C)n2n1	-1.2	-1	4	-9	2	101	1	2	-3	7
Cc1ccc2c(c1)C(=C(C#N)C#N)C(=O)N2CCN1CCCCC1	-3.1	56*	4	-5	-3	99	3	-3	-3	-15
COC(=O)c1ccccc1C(=O)N1CCCC(C(=O)c2cc(F)ccc2F)C1 (configuration not stated)	-0.6	1	-4	5	4	93	3	-2	3	-1
O=C(COc1c(CO)cc(Br)cc1CO)NC1CCCc2ccccc21 (configuration not stated)	2.4	4	-2	-2	7	94	11	-2	-3	-3
Cc1nc2sc3c(NCc4ccco4)ncnc3c2c2c1COC(C)(C)C2	-0.2	-7	45	x	-7	114	4	-5	-3	1
(next part)
SMILES	MC4R barr agon	Exocytosis inh	Cardio protect	CaV13 ICDI inh	MC4R antagonist	ABCB6 inh MLPCN	ABHD5 PLIN5 PPI	Glyco luc inh	HTR2A ag	PDI turbidity
CC(C)NC(=O)COC(=O)c1cc(=O)[nH]c2ccccc12	0.6	0	6	-6	6	100	1	1	7	1
CCCCNS(=O)(=O)c1ccc(NC(=O)c2cccs2)cc1	-2.2	-4	-13	-3	-5	98	-9	-1	-4	5
Cn1c(C(=O)N2CCOCC2)cnc1Sc1ncc(C(F)(F)F)cc1Cl	-0.8	-3	3	-5	-7	104	-1	-2	7	-14
Cc1ccc(C)c(N2CCN(C(=S)Nc3ccc4nc(N5CCOCC5)cc(C)c4c3)CC2)c1	2.0	0	-7	-6	3	99	-6	-5	-3	-6
O=C(c1ccccc1)N(CCN1CCOCC1)C1(C(=O)Nc2ccccc2)CCCCC1	1.6	1	-5	x	10	94	7	-1	0	-7
N#CCCN1CCN(S(=O)(=O)c2ccc3c(c2)OCCCO3)CC1	-0.6	2	-10	-6	4	100	3	-1	2	-1
CCc1noc(C)c1C(=O)Oc1ccc(N(C)S(=O)(=O)c2ccccc2)cc1	-3.8	9	-23	-16	2	96	11	-6	8	-4
